# COUP-TFII inh: inhibitors of human COUP-TFII (NR2F2); P24468; HEK293T NGFI-A luciferase reporter, luminescence; inhibition, % at 8.6 µM; hit rate 0.7% among 370,000; AID 686940;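 active = inhibition above a per-plate cutoff, mean inhibition of test wells between control levels plus 3 SD, cut at about 38% in these data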;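 note: cells cotransfected with COUP-TFII expression vector driving the NGFI-A reporter; 0% = median of COUP-TF2 test wells and 100% = reporter-only cells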
# KKLEB cytotox: CF airway cell cytotoxicity counter-screen. KKLEB CF airway cells viability, ATPlite luminescence, overnight; active compounds read low; cells stimulated with P. aeruginosa culture filtrate. activity change (cytotoxicity), % at 5 µM. AID 602141. hit rate 0.36% among 360,000;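 active = corrected activity change at or below -50% at 5 µM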
# C8 TRAIL sens: caspase-8 TRAIL sensitization; hit rate 1% among 360,000; inhibition (viability loss, TRAIL sensitization), % at 10 µM; NB7+C8 cells + TRAIL, ATPlite viability luminescence;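 active = compounds causing at least 50% loss of cell viability in the single-dose screen, relative to plate controls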
# CF NFkB inh: blocks PAF-induced NF-kB reporter in cystic fibrosis cells. KKLEB NF-kB-GFP reporter, GFP fluorescence overnight. inhibition, % at 5 µM. hit rate 0.86% among 360,000;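 active = at least 50% inhibition at 5 µM, scaled per plate between neutral and stimulator controls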;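 note: PAF is a Pseudomonas aeruginosa culture filtrate used as stimulus; plate controls were PAF-stimulated DMSO wells for no effect and unstimulated DMSO wells for full effect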
# EBV LMP1 NFkB: Epstein-Barr LMP1 NF-kappaB reporter inhibition. inhibition, % at 12.5 µM. LMP1-induced NF-kappaB luciferase reporter cells, luminescence. hit rate 0.69% among 350,000; in the data active = inhibition above about 41%;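 note: 0% = neutral control wells and 100% = reference inhibitor control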
# NCOA2 inhibitor: human SRC2 (NCOA2) inhibition; AID 651957; Q15596; HEK293 GAL4-SRC2 luciferase reporter, luminescence; inhibition, % at 9 µM; hit rate 0.17% among 370,000;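 active = inhibition above the mean inhibition of all tested compounds plus 3 SD, set per campaign, cut at about 52% in these data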;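 note: 0% = DMSO treated cells and 100% = cells given Gossypol at 36 µM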
# TROY NFkB inh: inhibitors of TROY-dependent NF-kB signaling. Q293 LMP1-TROYcd NF-kB luciferase reporter, 4 h. inhibition, % at 10 µM. AID 1347056. hit rate 0.98% among 360,000;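 active = compounds whose plate-normalised and pattern-corrected inhibition of the luciferase reporter signal at the single screening dose is 50% or more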
# LRH-1 inv ag: inverse agonists of human LRH-1 (NR5A2); HEK293T StAR-luciferase reporter, LRH-1 transfected, 24 h; inhibition, % at 3.6 µM; hit rate 0.13% among 360,000; AID 602396;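 active = inhibition above the mean inhibition of all tested compounds plus 3 SD, cut at about 73% in these data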;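 note: 0% = DMSO wells and 100% = reporter-only cells lacking LRH-1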
# NCOA1 inh: inhibits human SRC1 coactivator. Q15788. hit rate 0.12% among 360,000. inhibition, % at 3.6 µM. HEK293 GAL4-SRC1 luciferase reporter, luminescence;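 active = inhibition above the campaign mean plus 3 SD, with each screening campaign given its own cutoff, cut at about 60% in these data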;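 note: 0% = DMSO treated cells and 100% = gossypol at 36 µM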
# TWEAK-Fn14 inh: TWEAK-Fn14 signaling inhibition | inhibition, % at 10 µM | hit rate 2% among 360,000 | TWEAK-stimulated Fn14 reporter cells, luciferase luminescence, 8 h | AID 1159606; in the data active = inhibition above about 50%
# SRC3 inh: inhibits human SRC3 coactivator. HEK293 GAL4-SRC3 luciferase reporter, luminescence. inhibition, % at 3.6 µM. hit rate 0.17% among 360,000;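 active = inhibition above a per-campaign cutoff, the mean of all compounds plus 3 SD, cut at about 60% in these data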;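 note: 0% = DMSO-treated cells and 100% = gossypol-treated cells at 36 µM; higher means less SRC3-driven luciferase light from the GAL4 reporter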
# Target sequence (Q9Y6Q9 whole entry, looked up, the tested form may be a part): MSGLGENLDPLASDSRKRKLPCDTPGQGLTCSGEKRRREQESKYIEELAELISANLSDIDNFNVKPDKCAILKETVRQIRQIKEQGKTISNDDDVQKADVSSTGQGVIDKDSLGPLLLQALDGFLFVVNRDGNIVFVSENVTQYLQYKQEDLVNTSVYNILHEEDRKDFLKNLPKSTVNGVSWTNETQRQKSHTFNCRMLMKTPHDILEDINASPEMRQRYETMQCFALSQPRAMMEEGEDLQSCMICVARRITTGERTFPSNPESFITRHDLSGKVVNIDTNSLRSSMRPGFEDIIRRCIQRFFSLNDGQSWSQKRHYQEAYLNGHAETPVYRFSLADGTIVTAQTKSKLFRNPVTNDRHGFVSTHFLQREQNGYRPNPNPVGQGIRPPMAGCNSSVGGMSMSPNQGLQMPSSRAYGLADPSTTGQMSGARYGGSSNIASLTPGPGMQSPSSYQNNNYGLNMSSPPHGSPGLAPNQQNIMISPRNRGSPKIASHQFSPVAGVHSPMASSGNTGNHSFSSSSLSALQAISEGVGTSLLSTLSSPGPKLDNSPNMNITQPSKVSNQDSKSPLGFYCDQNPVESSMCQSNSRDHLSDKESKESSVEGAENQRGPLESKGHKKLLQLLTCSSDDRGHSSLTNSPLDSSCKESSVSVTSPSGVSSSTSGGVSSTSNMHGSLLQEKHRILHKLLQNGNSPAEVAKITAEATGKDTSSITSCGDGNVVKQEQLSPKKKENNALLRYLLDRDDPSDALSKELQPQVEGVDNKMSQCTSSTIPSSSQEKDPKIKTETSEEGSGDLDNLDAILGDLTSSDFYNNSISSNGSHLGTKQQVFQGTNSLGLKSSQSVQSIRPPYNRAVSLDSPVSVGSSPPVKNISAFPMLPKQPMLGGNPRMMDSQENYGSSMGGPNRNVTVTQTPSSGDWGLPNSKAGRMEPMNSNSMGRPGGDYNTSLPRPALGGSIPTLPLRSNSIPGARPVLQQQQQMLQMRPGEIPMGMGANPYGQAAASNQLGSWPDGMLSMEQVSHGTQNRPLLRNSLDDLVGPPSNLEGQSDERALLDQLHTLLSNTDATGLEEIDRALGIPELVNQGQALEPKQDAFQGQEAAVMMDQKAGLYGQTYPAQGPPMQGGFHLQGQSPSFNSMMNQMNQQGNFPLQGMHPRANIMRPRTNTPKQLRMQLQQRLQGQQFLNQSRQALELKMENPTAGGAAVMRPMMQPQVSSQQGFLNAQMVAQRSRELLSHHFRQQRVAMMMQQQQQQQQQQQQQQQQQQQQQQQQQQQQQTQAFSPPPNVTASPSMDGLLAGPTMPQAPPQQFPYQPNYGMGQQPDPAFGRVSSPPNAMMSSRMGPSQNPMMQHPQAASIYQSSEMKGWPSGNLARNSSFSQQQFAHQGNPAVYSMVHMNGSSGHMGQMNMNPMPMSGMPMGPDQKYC
# * marks the source's active call; other numbers are inactive results; / = no result given.
SMILES,COUP-TFII inh,KKLEB cytotox,C8 TRAIL sens,CF NFkB inh,EBV LMP1 NFkB,NCOA2 inhibitor,TROY NFkB inh,LRH-1 inv ag,NCOA1 inh,TWEAK-Fn14 inh,SRC3 inh
CCOC(=O)Nc1cccc(OCC(=O)Nc2ccccc2OCC)c1,9,-1,-8,6,9,8,12,3,-6,-10,2
Cc1ccc(N2C(=NC(=O)c3ccccc3)SC3CS(=O)(=O)CC32)cc1 (stereo unspecified),-12,1,3,11,-13,-13,-19,29,-13,-12,-7
Cc1onc(-c2ccccc2Cl)c1C(=O)OCC(=O)c1ccc2c(c1)OCCO2,10,-2,-17,5,31,8,28,-9,10,17,6
CC(=O)c1ccc(-c2ccc([C@H]3[C@@H]4C=CCC[C@@]4(C)C(=O)N3Cc3ccccc3)c(F)c2)cc1,-1,3,16,46,-8,3,23,-4,13,15,-6
COC(=O)[C@@]1(Sc2ccc(C)cc2)CC(=O)N(c2ccc3c(ccn3C)c2)[C@@H]1c1ccccc1,7,/,-2,/,/,10,21,-15,/,28,/
O=C(COC(=O)c1ccc(O)cc1)Nc1ccc(OC(F)F)cc1,-6,-2,1,-2,4,-2,0,-10,-12,2,4
COc1cc(NS(=O)(=O)c2ccc(F)cc2)c(OC)cc1NC(C)=O,-11,3,-8,4,-9,-10,-2,18,-8,10,2
CC1=CC(c2ccccc2)n2nc(NS(=O)(=O)c3ccc(C)cc3)nc2N1 (stereo unspecified),16,16,-17,-7,-4,6,-9,-22,-3,-21,22
O=C(Nc1ccccc1N1CCN(C(=O)c2ccccc2)CC1)c1ccc(Cl)cc1,13,0,-19,-4,2,17,1,14,6,3,12
Cc1cccc(CSc2nn3c(=O)c(C)nnc3s2)c1,3,4,17,0,4,-10,5,-8,8,-14,22
Cc1nc2ccc(C(=O)Nc3cccc([N+](=O)[O-])c3)cc2s1,4,22,0,-29,-5,-25,-10,-88,-30,-34,-27
CCCCN1CC2([N+](=O)[O-])C=CC(=O)C([N+](=O)[O-])(C1)C2CC(=O)c1ccccc1 (stereo unspecified),8,-5,18,12,-1,5,0,-7,7,8,27

# Among those listed so far, 2 contain two or more sulfur atoms.
SMILES,COUP-TFII inh,KKLEB cytotox,C8 TRAIL sens,CF NFkB inh,EBV LMP1 NFkB,NCOA2 inhibitor,TROY NFkB inh,LRH-1 inv ag,NCOA1 inh,TWEAK-Fn14 inh,SRC3 inh
Cc1ccc(N2C(=NC(=O)c3ccccc3)SC3CS(=O)(=O)CC32)cc1 (stereo unspecified),-12,1,3,11,-13,-13,-19,29,-13,-12,-7
Cc1cccc(CSc2nn3c(=O)c(C)nnc3s2)c1,3,4,17,0,4,-10,5,-8,8,-14,22

# Back to the main list; the three compounds before the break are reprinted first.
SMILES,COUP-TFII inh,KKLEB cytotox,C8 TRAIL sens,CF NFkB inh,EBV LMP1 NFkB,NCOA2 inhibitor,TROY NFkB inh,LRH-1 inv ag,NCOA1 inh,TWEAK-Fn14 inh,SRC3 inh
Cc1cccc(CSc2nn3c(=O)c(C)nnc3s2)c1,3,4,17,0,4,-10,5,-8,8,-14,22
Cc1nc2ccc(C(=O)Nc3cccc([N+](=O)[O-])c3)cc2s1,4,22,0,-29,-5,-25,-10,-88,-30,-34,-27
CCCCN1CC2([N+](=O)[O-])C=CC(=O)C([N+](=O)[O-])(C1)C2CC(=O)c1ccccc1 (stereo unspecified),8,-5,18,12,-1,5,0,-7,7,8,27
CCOc1ccc(N2C(=O)C(Cl)=C(N3CCOCC3)C2=O)cc1,-6,2,-1,2,5,-3,12,36,6,20,-4
Cc1ccc2c(c1)N(C(=O)CCC(=O)N1CCC(C(N)=O)CC1)CCO2,-9,24,17,6,3,5,-13,8,0,-18,-6
Cc1nnc2ccc(-c3cccc(NC(=O)c4ccc(Cl)nc4)c3)nn12,-30,-3,11,-28,5,-16,23,-15,8,-2,4
CC(C)CNC(CC(=O)Nc1cccc([N+](=O)[O-])c1)C(=O)O (stereo unspecified),12,-2,-5,15,6,7,-21,11,4,-7,-1
O=C(NCC1CCCO1)c1cc(C(=O)C2CC2)c[nH]1 (stereo unspecified),-8,18,-7,-5,2,-1,-4,7,-7,6,-14
C/C(Cc1ccccc1)=N\NC(=O)c1cc(C(C)(C)C)[nH]n1,-2,17,-3,5,-7,-6,-12,10,-7,-3,10
Cc1noc(C)c1S(=O)(=O)N(C)C[C@H]1OCCCC[C@@H](C)Oc2ccc(NC(=O)CCCN(C)C)cc2C(=O)N([C@H](C)CO)C[C@@H]1C,-12,14,-10,-12,-4,-6,8,-13,6,-10,2
Cc1nc2ccccc2n1CCc1ccccc1,-4,31,-12,-11,-4,-8,-1,-16,8,5,14
Cc1ccccc1Cn1c(-c2cncs2)nc2ccccc21,-4,-9,4,-2,-17,-6,12,8,-5,-70,-3
COc1ccc(NC(=O)Nc2ccc3c(c2)C(=O)N([C@H](C)CO)C[C@H](C)[C@@H](CN(C)C(=O)NC2CCCCC2)O3)cc1,-7,6,4,22,3,-31,-18,-28,-6,9,-41
CN(C(=O)COC(=O)c1ccc(=O)n(Cc2ccccc2)n1)c1ccccc1,-2,11,-1,-20,-1,-6,-10,-25,8,-11,9
CC(C)CC1(C)NC(=O)N(CC(=O)Nc2ccc3c(c2)OCCO3)C1=O (stereo unspecified),2,2,-14,15,3,-2,-13,56,8,-10,-5
O=C(C[C@H]1C/C=C\C[C@H](Cc2ccc(F)cc2)C(=O)O[C@@H](c2ccccc2)CNC1=O)NCCO,-5,8,-7,0,14,-9,6,1,21,-15,4
CCOC(=O)N1CCN(C(=O)c2ccccc2Oc2ccccc2)CC1,2,1,-2,-11,-8,-11,-8,1,-5,5,12
Nc1nonc1-n1nnc(C(=O)N/N=C/C2CCCCC2)c1-c1ccccc1,8,3,4,4,-2,10,-5,2,9,-3,2
COc1cc(OC)cc(C(=O)Nc2ccccc2-c2nnn(CC(N)=O)n2)c1,-6,3,-4,-34,6,-4,-14,6,-18,-22,12
CN(C(=O)COc1ccc(Cl)cc1)C1(C)CCS(=O)(=O)C1 (stereo unspecified),-12,25,7,-22,0,-24,-3,-6,-6,-10,-6
Cc1ccc([C@H]2C[C@@H](n3cc(C4CC4)nn3)[C@H](O)CN2C(=O)c2cccs2)cc1,3,2,-12,6,11,6,-9,10,-5,10,8
COc1ccccc1/C=C/C=N/N1CCN(Cc2ccc(Cl)cc2)CC1,2,-8,-13,-3,1,1,14,24,11,4,7
Nc1nc(SCc2ccc(Br)cc2)n[nH]1,-17,-1,-18,9,-7,-48,-20,-10,-7,-13,-20
Cc1ccc(CN2CCNC(=O)C2CC(=O)N(C)Cc2cnccn2)cc1 (stereo unspecified),3,4,3,-11,3,-3,-2,-54,-11,17,-23
O=C(c1ccc(NS(=O)(=O)c2ccccc2)cc1)N1CCCCCC1,10,0,-3,-17,0,5,2,-4,6,-5,9
C=CCNCCCCOc1ccc(OCC)cc1,3,-6,-2,12,-13,-15,-9,-15,3,-7,6
CC(Sc1nnc(-c2ccccc2)c(-c2ccccc2)n1)C(=O)Nc1ncc(Cl)cc1Cl (stereo unspecified),13,8,-1,-9,11,-14,33,3,1,22,-2
Cc1cc(Br)ccc1NC(=O)C1C2CCC(O2)C1C(=O)O (stereo unspecified),-8,14,19,0,3,-3,6,5,-11,16,-17
CC(=O)Nc1ccc(S(=O)(=O)N2CCN(C(=O)c3ccccc3F)CC2)cc1,8,3,-8,-5,0,-16,-18,-3,-10,-12,-4
COc1ccc(OCc2nnc(SC(C)C(=O)Nc3ccc(N4CCOCC4)cc3)n2C)cc1 (stereo unspecified),14,-12,-5,-2,1,4,6,15,-7,3,-8
O=C(NCc1cccnc1)C1CC(c2ccc(F)cc2)=NO1 (stereo unspecified),/,-3,-5,13,2,/,-6,-24,1,6,3
COC(=O)C1CCCN1C(=O)COc1ccc(Cl)cc1Br (stereo unspecified),-2,4,-4,7,3,7,7,1,-9,2,-13
O=C(Nc1cccc(Cl)c1)OCc1cnc(Cl)s1,-3,-9,9,-3,-5,-12,-12,6,4,-11,11
COc1cccc(CC(NC(C)=O)C(=O)NC2CCN(S(=O)(=O)c3ccc(C)cc3)CC2)c1OC (stereo unspecified),-7,-3,-1,-2,-11,-7,2,-9,8,2,3
O=C(NCCCn1ccnc1)c1ccco1,22,-4,-3,-4,-3,-18,5,8,13,17,-14
COc1cccc(C2C(C(C)=O)=C(O)C(=O)N2Cc2ccco2)c1 (stereo unspecified),21,2,-1,11,-1,4,6,17,-8,-6,9
O=C(Nc1ccc(Br)cc1)Nc1ccccc1Cl,-13,2,-1,22,-20,-35,20,-126,-72,-3,-86
COc1cc(C(=O)OCC(=O)NCC2CCCO2)cc(OC)c1OC (stereo unspecified),12,-14,8,6,-2,-30,-3,20,-9,5,23
CCNC(=S)Nc1ccc(Cl)cc1Cl,16,-9,19,2,-11,-1,-20,-9,1,16,0
O=[N+]([O-])c1ccc2nc(-c3ccc(Cl)cc3)n(OCc3ccccc3)c2c1,-46,0,17,-24,-43,-91,56*,-136,-104,35,-89
CC1c2[nH]c3ccccc3c2CCN1S(C)(=O)=O (stereo unspecified),8,5,-11,-2,-5,-5,-2,10,14,3,9
O=C(O)c1ccc(N/N=C/c2ccncc2)cc1,-17,4,-2,-2,3,-9,1,-50,-4,35,-29
NC(=O)C1CCN(C(c2ccccc2)c2nnnn2C2CCCC2)CC1 (stereo unspecified),0,0,-9,14,-1,-7,3,-4,-3,12,-24
Cc1ccccc1N1C(=O)C2C3CCC(O3)C2C1=O (stereo unspecified),-4,4,2,0,-1,1,-4,10,1,-15,-3
COC(=O)C1=C(C)NC(=O)CC1c1cccc(OC)c1OC (stereo unspecified),/,-4,2,7,-19,/,19,9,-2,-6,-18
O=C(NCc1ccccn1)Nc1cccc([N+](=O)[O-])c1,13,8,10,-12,-3,-7,-20,-11,10,-1,-16
CN(C)c1ccc2c(c1[N+](=O)[O-])Cc1ccccc1-2,-8,-8,1,-9,-13,-20,-35,-23,-38,-7,-54
CC1=C(C(=O)N(C)C)C(c2cccs2)NC(=O)N1 (stereo unspecified),6,-1,-9,-3,-7,-28,8,2,-11,27,9
O=C(COC(=O)c1ccc(NS(=O)(=O)c2cccs2)cc1)NCc1ccco1,/,10,14,-11,-41,/,10,-11,3,20,-14
CCN(CC)S(=O)(=O)c1cc(C(=O)N2CCc3ccccc32)ccc1Cl,32,1,2,-8,-8,30,16,-8,-15,8,7
CC(=O)N1c2ccc(S(=O)(=O)NCCC(=O)Nc3ccccc3C)cc2CC1C (stereo unspecified),15,-3,0,-9,-11,-21,-19,1,-11,-15,23
COC(=O)CCCNC(=O)c1ccc2[nH]c(C)c(C)c2c1,-20,-5,11,13,-5,-13,-9,5,-28,4,15
O=C(CSc1nc2[nH]ncc2c(=O)[nH]1)Nc1cccc([N+](=O)[O-])c1,-7,0,-10,-20,-3,-4,-3,9,1,1,-22
Fc1cccc(NC(=S)NCCc2ccccc2)c1,2,16,1,6,-6,-7,-39,-15,-20,8,-18
O=C(Nc1ccc2c(c1)OCCO2)c1cccnc1Oc1ccccc1,-2,-6,5,9,-1,-26,-27,36,-5,-2,16
CCOC(=O)C1=C(C)NC(C)=C(C(=O)OCC)C1C(=O)OCC(=O)NCc1ccco1,3,-2,6,7,-1,-4,12,3,11,-1,-9
